# Screens from PubChem.
# PV pol inh: poliovirus RdRp elongation inhibitors, primary screen, biochemical, fluorescence polarization, total intensity; poliovirus polymerase elongation; stronger effect = lower value; % elongation, % (compound at 16.7 µg/mL); actives 0.66% (n = 150,000); AID 588519, 2011; in the data active means % elongation below about 90%; further: some results filed as inactive read as strong as hits
# Target sequence (P03300 1749-2209 limits assumed): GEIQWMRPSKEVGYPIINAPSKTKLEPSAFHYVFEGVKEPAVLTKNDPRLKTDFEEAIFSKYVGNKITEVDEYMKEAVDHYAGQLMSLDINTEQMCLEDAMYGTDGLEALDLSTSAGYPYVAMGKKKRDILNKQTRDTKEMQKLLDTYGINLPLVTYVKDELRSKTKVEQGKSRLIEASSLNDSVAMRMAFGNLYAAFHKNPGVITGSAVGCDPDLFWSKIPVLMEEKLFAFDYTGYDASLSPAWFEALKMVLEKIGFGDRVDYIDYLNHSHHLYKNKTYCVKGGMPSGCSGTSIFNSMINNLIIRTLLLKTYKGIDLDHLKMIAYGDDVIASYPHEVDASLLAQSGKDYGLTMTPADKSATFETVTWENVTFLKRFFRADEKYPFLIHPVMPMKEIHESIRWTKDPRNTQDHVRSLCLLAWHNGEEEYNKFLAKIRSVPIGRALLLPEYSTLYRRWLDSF
# PV pol inh FP z-score: further read-out of PV pol inh, marked with its call; z-score; measured here: FP z-score; hits read low
# Starred values were filed as active, the others as inactive.
SMILES,PV pol inh,PV pol inh FP z-score
Cc1cc(C)c2c(=O)cc(C(=O)Nc3ccc(S(=O)(=O)Nc4onc(C)c4C)cc3)oc2c1,101.0,-1.2
CCN(CC)S(=O)(=O)c1ccc(N2CC(C(=O)N3CCOCC3)CC2=O)cc1 (stereo unspecified),105.0,0.2
O=C(NCCc1ccncc1)NC1CCCCC1,102.0,-0.2
CC1CCN(CCCNC(=O)c2ccc(/C=C3\Oc4ccccc4NC3=O)cc2)CC1,96.0,-3.1
CCOC(=O)C1=C(C)N=C2c3ccccc3C(=O)C2C1c1ccc(Br)cc1 (stereo unspecified),101.0,0.1
CN(CC(=O)Nc1cc(C(F)(F)F)ccc1N1CCOCC1)S(=O)(=O)c1ccc(Cl)cc1,104.0,0
CC(=O)N1CCC(N(Cc2cccnc2)C(=O)Nc2ccc(Cl)cc2)CC1,103.0,0.8
Cc1cn2c(=O)c(S(=O)(=O)Nc3ccc(OC(F)(F)F)cc3)c(C)nc2s1,99.0,-0.9
CCc1ccc(OCC(=O)OCC(=O)N2CCc3ccccc32)cc1,103.0,0.7
CC(C)(C)C(=O)Nc1ccc2nc(SCCOc3ccccc3Cl)sc2c1,111.0,1
CC12CN3CN(C1)CC(c1ccccc1)(C3)C2=O,102.0,0
CCOc1ccc(NC(=O)CN2CCN(CC(=O)Nc3ccc(OCC)cc3)CC2)cc1,102.0,0.4

# At a glance, some entries already given:
SMILES,PV pol inh,PV pol inh FP z-score
CC12CN3CN(C1)CC(c1ccccc1)(C3)C2=O,102.0,0
CCOc1ccc(NC(=O)CN2CCN(CC(=O)Nc3ccc(OCC)cc3)CC2)cc1,102.0,0.4

# Carrying on.
SMILES,PV pol inh,PV pol inh FP z-score
C=CCN(C1CCCCC1)S(=O)(=O)c1ccc2c(c1)oc(=O)n2C,101.0,-0.1
Cc1ccc(C)c(NC(=O)Cn2c(=O)n(Cc3ccco3)c(=O)c3ccc(C(=O)NC4CCCC4)cc32)c1,107.0,0.5
COc1cc2c(cc1OC)C(C(=O)NC1CCCCCC1)C(c1cccs1)N(C)C2=O (stereo unspecified),103.0,0.5
S=c1n(CN2CCCCC2)nc(-c2ccccc2)n1-c1ccccc1,101.0,-0.2
CC(C)Cc1ccc(C(C)c2nc3ccccc3n2C)cc1 (stereo unspecified),103.0,0.1
Cc1ccc(NC(=O)CSc2nc3nc(C)c(Cc4ccccc4)c(C)n3n2)cc1,110.0,0.3
O=C(COCc1cc(-c2ccco2)on1)N1CCCC1,97.0,-1.5
CCOC(=O)[C@@H](CCc1ccccc1)NC(C)C(=O)N1CCC[C@@H]1C(=O)O (stereo partly specified),101.0,0.4
COc1ccc(NC(=O)c2ccc(COc3ccccc3OC)o2)cc1OC,108.0,0.8
O=c1cc(NCc2ccccc2)[nH]nc1-c1ccccc1,102.0,-0.3
O=C(O)c1cc2cc3ccccc3nc2s1,100.0,-0.8
Cc1c(CN(C)C)c2c(n1Cc1ccccc1)C(=O)c1ccc(Br)cc1-2,101.0,-0.2
N#Cc1c(N)nc2c(sc3nc4c(cc32)CCC4)c1-c1ccc(Br)cc1,112.0,0.8
CCOC(=O)CSC1=Nc2ccccc2C2=NC(CCC(=O)NCc3ccc(F)cc3)C(=O)N12 (stereo unspecified),102.0,-1
CCc1ccccc1NC(=O)Cn1c(=O)n(-c2ccc(C)c(C)c2)c(=O)c2oc3ccccc3c21,110.0,0.7
CN1CCN(C(=O)CCCCl)CC1,100.0,-0.3
CCOc1ccc2c(c1)c(=O)c(S(=O)(=O)c1ccc(C)cc1)cn2CC(=O)Nc1ccc(C)cc1,107.0,-0.1
Nc1cccc2ncccc12,99.0,-0.3
CC(=O)N(c1ccc2oc3c(c2c1)CCCC3)S(=O)(=O)c1ccc(F)cc1,102.0,0.1
Cc1nn(Cc2c(F)c(F)c(F)c(F)c2F)c(C)c1NC(=S)NCc1ccco1,101.0,0.3
CN(CCNc1nc(-c2ccccc2)no1)C1CCCCC1,101.0,0.1
CC(C)NC(=O)Cn1ncn2c(cc3ccccc32)c1=O,100.0,-0.6
CCN1C(=O)c2ccc(C(=O)NCC(C)C)cc2C1=O,102.0,0.1
CC1CN(C(=O)/C=C/c2ccco2)C(C)CN1C(=O)/C=C/c1ccco1 (stereo unspecified),102.0,0.5
Cn1c(CNc2ccc(F)cc2)nc2ccccc21,102.0,-0.4
CC(C)c1ccc2[nH]c(O)c(N=NC(=O)c3ccccc3O)c2c1,100.0,-0.4
c1ccc(CNCCSc2nnnn2-c2ccccc2)cc1,102.0,0.1
COc1ccc2c(c1)C1(Nc3ccccc3-c3nc4ccccc4n31)C(=O)N2C (stereo unspecified),102.0,0.9
O=C(Nc1cccc(S(=O)(=O)c2cccc(NC(=O)c3ccco3)c2)c1)c1ccco1,101.0,0.1
N/C(Cc1ccc(Cl)cc1)=N\O,101.0,0.1
CC1CCC(NC(=O)CCCn2c3ccccc3c3cn[nH]c(=O)c32)CC1 (stereo unspecified),99.0,-1
CCCc1ccc(OCCNC(=O)c2ccco2)cc1,100.0,-0.4
CCCC(=O)Nn1cnc2c(c1=O)C1(CCCC1)Cc1ccccc1-2,99.0,-0.2
Cc1ccc(NNC(=S)NCC2CCCO2)c(C)c1 (stereo unspecified),100.0,-0.5
Nc1ccc2c3c(cccc13)C(=O)C=C2,83.0,-3.3
Cc1cc(C)n(C(C)CC(=O)Nc2cccc(C#N)c2)n1 (stereo unspecified),100.0,-1.6
CC(=O)c1cc(-c2ccc(F)cc2)n(CC(=O)NC2CCCCCC2)c1C,105.0,0.1
O=C(Nc1ccccc1Cl)C1(c2ccccc2)CCOCC1,105.0,0.2
Cc1c(C)c(C)c(CSc2ccccn2)c(C)c1C,106.0,0.5
O=C(Nc1ccc(Br)cc1)c1ccc2c3c(onc13)-c1ccccc1C2=O,100.0,-0.6
C(=Nc1ccc2nc(-c3ccccc3)[nH]c2c1)c1ccccc1,105.0,0.3
COc1cccc(NC(=O)Cn2c(=O)n(Cc3ccccc3)c(=O)c3c2c2cc(C)ccc2n3C)c1,108.0,0.1
CCOC(=O)c1c(NC(=O)c2nc(SCC)ncc2Cl)sc(C(C)=O)c1C,113.0,-0.1
Cc1ccc(NC(=O)NCCCN2CCC(N3CCCCC3)CC2)cc1C,102.0,0.1
COC(=O)C1CCN(C(=O)C2c3ccccc3Oc3ccccc32)CC1,103.0,0.2
OC(CNC1CCCC1)COc1ccc(OCC(O)CNC2CCCC2)cc1 (stereo unspecified),100.0,0
O=P1(c2ccccc2)C=Cn2c1cc1c2CCCC1 (stereo unspecified),98.0,-0.3
CCNc1nc2n(c(=O)n1)CCN2CC,100.0,-0.5

# Reprinted at random: 5 compounds from above, in no set order.
SMILES,PV pol inh,PV pol inh FP z-score
COc1cccc(NC(=O)Cn2c(=O)n(Cc3ccccc3)c(=O)c3c2c2cc(C)ccc2n3C)c1,108.0,0.1
Cc1c(C)c(C)c(CSc2ccccn2)c(C)c1C,106.0,0.5
OC(CNC1CCCC1)COc1ccc(OCC(O)CNC2CCCC2)cc1 (stereo unspecified),100.0,0
Cc1ccc(NC(=O)NCCCN2CCC(N3CCCCC3)CC2)cc1C,102.0,0.1
CCNc1nc2n(c(=O)n1)CCN2CC,100.0,-0.5

# The list continues.
SMILES,PV pol inh,PV pol inh FP z-score
Cc1ccc(CN(C)CC(=O)NC(C)C23CC4CC(CC(C4)C2)C3)o1 (stereo unspecified),99.0,-0.7
COc1cc(C2CC(=O)Oc3c2c(=O)n(C)c2ccccc32)ccc1O (stereo unspecified),102.0,-0.4
O=C1NC(=S)NC(=O)C1=Cc1cccc(O)c1Cl,99.0,-0.8
CC1(C)CCC2=C(O1)c1ccccc1C(=O)C2=O,89.0*,-4.5*
CC(C)(C)NC(=O)NCc1n[nH]c(=O)c2ccccc12,107.0,0.3
O=C(COC(=O)c1ccccc1NCc1ccco1)c1ccc(Cl)cc1,106.0,0.2
Cc1csc(NC(=O)c2c(O)c3cccc4c3n(c2=O)CCC4)n1,101.0,-0.2
CN(C)c1ccc(CNC(=O)c2ccc3nc(Cc4ccccc4)oc3c2)cc1,106.0,-0.2
O=C(COc1ccccc1)OCC(=O)c1ccc(O)cc1O,104.0,0.2
CN(C=O)CP(=O)(O)CCc1ccccc1,99.0,-0.2
Cc1ccc(NC(=O)Cn2c(C)cc(C)c(C#N)c2=O)cc1,105.0,-0.1
COc1cc(/C=C2\NC(=S)N(C)C2=O)ccc1OCc1ccccc1Cl,102.0,0.1
CCC(CC)C(=O)Nc1cc(-c2cn3cccnc3n2)ccc1OC,101.0,-1.5
O=C1NC(=O)N(Cc2ccco2)C(=O)/C1=C\c1ccco1,105.0,0.8
O=C(COC(=O)c1cc(-c2cccs2)nc2ccccc12)c1ccc(Cl)cc1,102.0,-0.9
CC(C)(C)NCC(=O)Nc1cc(C(C)(C)C)nn1-c1ccccc1,99.0,-0.6
CC(C)N1CN=C2SC(CO)(CO)C(=O)N2C1,102.0,0.1
CC(=O)N1CCc2cc(C(=O)CN3CCN(Cc4ccccc4)CC3)ccc21,102.0,0.4
Cc1c(C)c2c(cc(C)c3c(-c4ccc(Br)cc4)coc32)oc1=O,104.0,-0.6
COc1ccc(OCC(=O)Nc2cc(OC)ccc2NC(=O)c2ccco2)cc1,99.0,-0.6
O=C(C1c2ccccc2Oc2ccccc21)N(Cc1nnc(-c2ccccc2Cl)o1)C1CC1,104.0,0.3
COc1ccc2oc(-c3cccc(NC(=O)c4sc5c([N+](=O)[O-])cccc5c4Cl)c3)nc2c1,102.0,-0.9
Cn1c(=O)c2c(ncn2CC(O)CN2CCN(c3ncccn3)CC2)n(C)c1=O (stereo unspecified),105.0,0.9
Cc1cccc(CN2CCN(C(=O)CC(C)C)CC2)c1,101.0,-0.4

# Part of the list above in order of length of the SMILES, largest number first:
SMILES,PV pol inh,PV pol inh FP z-score
O=C1NC(=O)N(Cc2ccco2)C(=O)/C1=C\c1ccco1,105.0,0.8
Cc1cccc(CN2CCN(C(=O)CC(C)C)CC2)c1,101.0,-0.4
CC(C)N1CN=C2SC(CO)(CO)C(=O)N2C1,102.0,0.1

# By substructure: those above containing a COOH group.
SMILES,PV pol inh,PV pol inh FP z-score
CCOC(=O)[C@@H](CCc1ccccc1)NC(C)C(=O)N1CCC[C@@H]1C(=O)O (stereo partly specified),101.0,0.4
O=C(O)c1cc2cc3ccccc3nc2s1,100.0,-0.8

# Other entries
SMILES,PV pol inh,PV pol inh FP z-score
Cc1ccc2nc(NC(=O)CSc3ncc(C(=O)Nc4ccccc4)c(=O)n3C)sc2c1,110.0,0.7
Cc1ccc(OCC(=O)Nc2cccc(-c3nc4ccccc4o3)c2C)cc1C,106.0,0.6
COc1ccccc1N(CC(=O)N1CCC(C)CC1)S(=O)(=O)c1ccc(C)cc1,102.0,-0.9
N#Cc1cnn(-c2ncnc3c2cnn3-c2ccccc2)c1N,103.0,0.3
O=C(c1ccc(CSc2cccc3cccnc23)cc1)N1CCOCC1,104.0,0.1
O=S(=O)(c1ccc(Oc2ncnc3sc4c(c23)CCC4)cc1)N1CCOCC1,106.0,0.5
CCOc1ccc(C(=O)N2CCc3cc(OC)c(OC)cc3C2)cc1,101.0,-0.3
CCOc1ccc(S(=O)(=O)NCC(c2ccco2)S(=O)(=O)c2ccc(C)cc2)cc1 (stereo unspecified),107.0,0.3
CCC(Oc1ccccc1)C(=O)NCc1ccccn1 (stereo unspecified),103.0,-0.2
COc1ccccc1CN1C(=O)C(=O)c2cccc(C)c21,107.0,0
COc1ccc(OC)c(S(=O)(=O)N(C)Cc2ccccc2)c1,99.0,-0.1
O=C(CCCn1sc2ccccc2c1=O)NC1CCCC1,101.0,-0.7
Cc1ccc(Cl)cc1N1CCN(C(=O)C2(c3ccccc3)CC2)CC1,106.0,0.9
Cn1cnc(S(=O)(=O)NCC2CCN(C(=O)OC(C)(C)C)CC2)c1,100.0,-0.6
COC(=O)c1ccc(NCC(=O)c2ccccc2)cc1,101.0,0.1
O=C(Cc1ccc(Cl)cc1)Nc1cccc(-c2ccc(N3CCOCC3)nn2)c1,101.0,0.1
NC(CCc1nc2ccccc2[nH]1)C(=O)O (stereo unspecified),100.0,-0.7
O=C(/C=C/c1cccc(Oc2ccccc2)c1)N1CCOCC1,110.0,0.5
COc1cc(Cl)c(C)cc1NC(=O)CC1Oc2ccccc2NC1=O (stereo unspecified),98.0,-1.9
O=C(CCNS(=O)(=O)c1cccc2nsnc12)NCc1ccccc1,108.0,1.1
Cc1ccsc1C(=O)OCC(=O)Nc1ccc2[nH]c(=O)[nH]c2c1,109.0,0.6
C1=C(c2cccs2)CC(c2cccs2)=NN=C1c1cccs1,102.0,0.2
Cc1ccc(Cn2cc(S(=O)(=O)c3ccc(Cl)cc3)c(=O)c3cc4c(cc32)OCO4)cc1,100.0,-1.2
CCC(C)N(C(=O)CSc1ccc(NC(C)=O)cc1)C1CCS(=O)(=O)C1 (stereo unspecified),96.0,-0.2
Nn1c(COc2ccccc2F)nnc1SCCN1C(=O)c2ccccc2C1=O,102.0,0
O=C(OCC1CCCCC1)c1n[nH]c2ccccc12,96.0,-0.5
CCOc1ccccc1Nc1nc(-c2cccc(Cl)c2)c2c(n1)-c1ccccc1OC2,106.0,-0.2
CC(C)c1nn2c(=O)cc(COC(=O)c3cccc(NC(=O)c4cccs4)c3)nc2s1,109.0,0.8
Cc1ccc(NC(=O)Cn2c(-c3ccc4c(c3)OCO4)cn(-c3ccccc3)c2=O)cc1C,113.0,0.2
O=C(O)Cn1nc(N2CCN(c3ccccc3)CC2)ccc1=O,113.0,1.6
Cc1ccc(C(=O)Nc2nc3ccc(S(N)(=O)=O)cc3s2)cc1C,100.0,0
Cc1cc(C)n2nc(SCCCC(=O)N3CCOCC3)nc2n1,104.0,-0.2
c1ccc2c(c1)COC(CN1CCCC1)OC2,106.0,1
O=c1oc(-c2ccccc2)nc2ccc(O)cc12,101.0,-0.3
NS(=O)(=O)c1ccc(NC(=S)N2CCC(Cc3ccccc3)CC2)cc1,92.0,-1.9
Nc1ncnc2cccc(F)c12,104.0,0.9
Cc1ccc(NC(=O)CSc2nc3ccccc3c(=O)n2CC2COc3ccccc3O2)cc1 (stereo unspecified),105.0,0.7
Nc1c(C(=O)Nc2ccccc2)sc2nc3c(cc12)CCCCC3,104.0,0.7
COc1ccc(N2CC(NC(=O)C(=O)c3c(C)[nH]c4ccccc34)CC2=O)cc1 (stereo unspecified),119.0,2.6
COc1ccc(C2c3c(oc4ccccc4c3=O)C(=O)N2Cc2ccc3c(c2)OCO3)cc1 (stereo unspecified),101.0,-0.6
N#Cc1ccc(C(=O)NCC(c2ccco2)N2CCCC2)cc1 (stereo unspecified),112.0,1.3

# Only part of the results is shown (hit frequency here may not be typical).
